# Shn3 inh set2: reduction of Shn3 3'UTR firefly luciferase signal, primary screen, Schnurri-3 inhibitor project, cell-based, Clone20 osteoblasts, set 2; 0.52% of 360,000 active; Clone20 osteoblast Shn3 3'UTR firefly luciferase, 24 h; inhibition, % at 12.5 µM;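 active = mean inhibition of at least 75% with every replicate also reaching 75%; inconclusive = mean inhibition at least 75% but some replicate below; inactive = mean inhibition below 75%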;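 note: 0% = median of neutral control wells and 100% = pilot-screen positive control compound; some compounds past the cut are filed as inactive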
# HIF-2a block: HIF-2a reporter inhibitors, primary screen, luminescence, 786-0 RCC cells; 786-0 RCC cells HIF-2a reporter, luciferase luminescence, overnight; inhibition, % at 18.8 µM; 0.72% of 360,000 active; AID 624352, 2012;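 active = inhibition of the luminescence signal of 40% or more relative to plate controls, in a single-dose primary screen at 18.75 µM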
# CaV13 FRET inh: Disruptors of the CACNA1D IQ motif to Ca2+-dependent inactivation inhibitor domain association, primary screening, Förster resonance energy transfer in intact living …. HEK cells, CFP/YFP FRET ICDI-IQ, plate reader, 10 min; percent FRET-ratio fall versus neutral wells. inhibition, % at 12.3 µM. 0.098% of 340,000 active. AID 743397;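 active = mean replicate inhibition of at least 30% and at least 1% of replicates passing that level; inconclusive = only one of the two criteria is met; inactive = neither criterion is met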;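 note: 0% = median of the neutral control wells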
# KKLEB tox: cytotoxicity in KKLEB CF airway cells, primary screen, cytotoxicity control for CF NF-kB inhibitor project, cell-based, uHTS, fluorescence assay plates | 0.36% of 360,000 active | AID 602141, 2011 | KKLEB CF airway cells viability, ATPlite luminescence, overnight; stronger effect = lower value; cells stimulated with P. aeruginosa culture filtrate | activity change (cytotoxicity), % at 5 µM;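 active = corrected activity change at or below -50% at 5 µM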
# CF NFkB block: inhibitors of PAF-induced NF-kB signaling, primary screen, cell-based, GFP fluorescence, uHTS; inhibition, % at 5 µM; 0.86% of 360,000 active; AID 588850, 2011; KKLEB NF-kB-GFP reporter, GFP fluorescence overnight;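 active = at least 50% inhibition at 5 µM, scaled per plate between neutral and stimulator controls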;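 note: PAF is a Pseudomonas aeruginosa culture filtrate used as stimulus; plate controls were PAF-stimulated DMSO wells for no effect and unstimulated DMSO wells for full effect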
# Peg3 promoter: Peg3 promoter-driven luciferase inhibitors, primary screen, cell-based, HeLa, luciferase luminescence; HeLa PEG-Prom luciferase reporter, overnight; inhibition, % at 20 µM; 1.7% of 360,000 active;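 active = inhibition of at least 50% at 20 µM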
# TRPM1 prom inh: inhibitors of MITF-dependent TRPM1 promoter reporter, primary screen, cell-based, SK-MEL-5, single point, luciferase; SK-MEL-5 TRPM1 promoter luciferase, 24 h; inhibition, % at 12.5 µM; 0.83% of 330,000 active;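 active = mean inhibition across replicates of 60% or more, whatever share of single replicates reaches that level; inconclusive = some that reach 60%, reason not given; inactive = mean inhibition across replicates below 60%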; note: values of inactives mirror those of a sister screen read the other way
# NR2E3 ag-1: NR2E3 agonists in two-hybrid cells, primary screen, cell-based, luminescence, CHO-S, Gal4-NCOR/VP16-NR2E3; AID 602229, 2012; inhibition of corepressor binding, % at 3.98 µM; luciferase; 0.35% of 360,000 active; Photoreceptor-specific nuclear receptor (Homo sapiens), Q9Y5X4;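 active = inhibition above the mean of all tested compounds plus 3 SD, cut at about 70% in these data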;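 note: 0% = DMSO with NR2E3 transfected cells and 100% = cells lacking NR2E3 construct; higher means lower luciferase signal from less NR2E3 corepressor binding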
# Target sequence (Q9Y5X4 whole entry, looked up, the tested form may be a part): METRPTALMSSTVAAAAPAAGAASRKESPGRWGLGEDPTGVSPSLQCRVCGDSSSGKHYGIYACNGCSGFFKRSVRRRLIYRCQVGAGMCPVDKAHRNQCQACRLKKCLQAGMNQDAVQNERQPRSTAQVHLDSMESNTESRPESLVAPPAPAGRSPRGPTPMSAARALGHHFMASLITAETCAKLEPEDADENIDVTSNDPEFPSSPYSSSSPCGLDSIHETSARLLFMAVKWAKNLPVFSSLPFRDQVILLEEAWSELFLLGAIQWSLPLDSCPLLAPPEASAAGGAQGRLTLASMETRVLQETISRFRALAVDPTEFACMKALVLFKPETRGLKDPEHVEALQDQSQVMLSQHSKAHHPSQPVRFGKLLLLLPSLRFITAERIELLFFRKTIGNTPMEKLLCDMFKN
# Vif inh: HIV Vif self-association inhibitors, primary screen, imaging, HEK293T, single point; HEK293T cells, Vif self-association by quenched fluorescence, 24 h; inhibition, % at 7.49 µM; 0.35% of 340,000 active; in the data active = inhibition above about 50%, passing the limit was not always enough; inconclusive = no clear call, values can overlap the other calls; inactive = below about 31%; note: some results filed as inactive read as strong as hits
# PDI inh: inhibitors of human PDI, primary screen, biochemical, turbidity, single point, plate reader; Protein disulfide-isomerase (Homo sapiens), P07237; PDI insulin aggregation turbidity, A650, 90 min; inhibition, % at 10 µM; 0.052% of 350,000 active; AID 588391, 2011;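 active = mean inhibition across replicates of 30% or more, whatever share of single replicates reach that level; inconclusive = mean inhibition below 30% while every single replicate reaches 30%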;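 note: absorbance from insulin aggregation driven by PDI reduction with DTT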
# Target sequence (P07237 whole entry, looked up): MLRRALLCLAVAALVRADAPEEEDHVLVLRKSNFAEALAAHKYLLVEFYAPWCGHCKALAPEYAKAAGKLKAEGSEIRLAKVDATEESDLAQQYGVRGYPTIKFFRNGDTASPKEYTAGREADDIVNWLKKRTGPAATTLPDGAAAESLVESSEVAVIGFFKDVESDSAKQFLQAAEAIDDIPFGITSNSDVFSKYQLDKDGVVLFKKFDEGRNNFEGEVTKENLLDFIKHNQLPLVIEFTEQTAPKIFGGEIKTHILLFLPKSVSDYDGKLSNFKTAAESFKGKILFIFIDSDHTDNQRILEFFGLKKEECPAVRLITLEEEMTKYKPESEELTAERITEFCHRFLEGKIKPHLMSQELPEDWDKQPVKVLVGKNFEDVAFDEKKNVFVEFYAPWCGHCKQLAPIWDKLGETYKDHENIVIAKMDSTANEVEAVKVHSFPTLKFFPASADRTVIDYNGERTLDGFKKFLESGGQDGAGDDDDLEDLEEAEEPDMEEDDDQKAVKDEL
# NR2E3 ag-2: inhibitors of NR2E3-RetCOR corepressor binding, primary screen, NR2E3 agonist project, biochemical, TR-FRET, GST-NR2E3, biotin-RetCOR | inhibition of corepressor binding, % at 4.78 µM | 0.12% of 320,000 active | 1536-well | AID 2300, 2010;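 active = percent inhibition above the cutoff of mean plus 3 SD of all tested compounds, set per screening campaign, cut at about 20% in these data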;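 note: 0% = DMSO wells and 100% = biotin wells as full block of FRET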
#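 Material: NR2E3–RetCOR corepressor complex | Quantity: 1.35 nM GST-tagged NR2E3 final | Schedule: 5 h at 4 °C | Replication: Singlicate compound wells | Reagent: RetCOR corepressor, biotinylated, 7 nM | Controls: Biotin wells as high control, 0.6% DMSO wells as low control | Signal: TR-FRET, Eu(K)-anti-GST donor, streptavidin-D2 acceptor, ex 340, em 617/671 nm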
# * hit, by the source's call; ? = inconclusive; . = not tested or not shown.
SMILES,Shn3 inh set2,HIF-2a block,CaV13 FRET inh,KKLEB tox,CF NFkB block,Peg3 promoter,TRPM1 prom inh,NR2E3 ag-1,Vif inh,PDI inh,NR2E3 ag-2
CC1(C)CC(=O)C(C(O)c2cccc([N+](=O)[O-])c2)C(C)(C)N1 (configuration not stated),-44.6,21.1,7.5,9.0,3.5,17.1,0.9,-33.2,0.2,-0.3,2.4
O=C(CN(C(=O)CCC(=O)Nc1ccccn1)c1ccc(F)cc1)NCCc1ccccc1,2.2,22.2,-4.4,3.3,-16.9,9.7,3.9,-42.9,.,1.4,3.9
CCOc1cc(C(=O)CSc2nnc(CNc3ccc(Cl)cc3)o2)ccc1NC(=O)CC,84.4*,3.0,-7.0,2.1,4.9,66.4*,85.4*,-8.4,-5.4,3.5,3.0
CCc1cc2c(=O)[nH]c(CC(N)=O)nc2s1,-7.2,9.0,-4.3,7.6,-7.0,-6.2,-1.3,13.1,4.3,5.4,1.9
COc1ccc(Cc2noc(CN(C)Cc3ccc(-n4cccn4)cc3)n2)cc1OC,.,14.2,-3.8,-3.7,8.9,19.1,4.7,-6.3,0.2,6.0,-0.6
COc1ccc(C2/C=C\CN(C(=O)Oc3ccc(C(F)(F)F)cc3)CC(=O)N2Cc2ccc(F)cc2)cc1 (configuration not stated),-0.9,10.2,-6.0,7.0,-34.7,0.2,3.3,-2.6,-2.7,6.5,0.3
CSc1c(CC(=O)NCCCO)n(Cc2ccccc2)c2ccccc12,12.4,8.8,-20.9,-0.6,14.5,3.1,3.6,-6.3,-1.6,-0.2,2.5
CCN(c1ccc(NC(=O)CSc2ccc3c(c2)OCCO3)cc1)C(C)C,-4.3,-5.3,-3.5,19.3,-23.7,-12.5,9.5,9.4,0.1,9.7,.
O=S(=O)(Cc1ccccc1Cl)c1ncn[nH]1,-88.6,6.4,-4.5,-16.9,-0.1,9.3,.,-3.8,-3.8,-3.0,3.8
Cc1ccc(C)c(NC(=O)CN(C)C(=O)c2ccccc2OCc2ccccc2Cl)c1,-0.1,5.6,-3.9,1.5,-1.2,20.0,-3.6,-3.2,-4.2,6.8,-0.7
O=C(NC1CCCCCC1)c1cccnc1Sc1ccc(Cl)cc1,7.3,10.9,-14.7,-10.0,22.9,11.0,-6.4,6.6,-8.5,11.4,-1.3
Cc1nn(C(=O)CCCn2cc([N+](=O)[O-])cn2)c(C)c1Cl,-15.9,22.7,-3.1,6.5,-8.5,14.3,6.9,-24.5,2.1,-5.9,2.7
Cc1ccc(C(C(=O)NC2CCCCC2)N(CC2CCCO2)C(=O)CNC(=O)c2cccs2)cc1 (configuration not stated),23.8,21.0,.,-6.3,-1.8,11.8,-5.6,-13.4,3.2,0.8,1.0
COc1ccc(Br)cc1C(=O)Nc1ccccc1N1CCCC1,8.5,-11.1,-4.3,-0.1,-30.6,2.4,9.4,-0.4,-14.3,-20.0,-3.7
COCCN(C(=O)C1CC1)c1nnc(-c2ccc(C)cc2)s1,-35.9,-158.5,.,6.2,-5.6,-121.0,-31.3,-8.4,.,-1.6,1.2
CC(=O)c1ccccc1OCC(=O)Nc1cccc(S(=O)(=O)N2CCCC2)c1,7.6,-25.6,-5.4,-16.6,23.9,-2.6,-23.7,10.2,-15.4,-9.9,2.5
O=C(CCCc1ccccc1)Nc1cccnc1,-35.2,-153.2,.,9.1,4.0,-130.7,-59.1,5.0,-7.3,-2.1,-2.4
COc1ccc(C(=O)N2CCN(C)C(=O)[C@@H]2C)cc1OC1CCN(C(C)=O)CC1,2.3,11.6,-2.1,11.9,5.2,13.9,4.9,-30.4,-2.7,7.3,3.3
CCOc1ccc2nc(N3CCC(C(=O)Nc4nnc(CC)s4)CC3)sc2c1,-9.1,-152.2,-4.9,6.6,-2.3,-77.9,-31.8,-165.4,0.8,-10.4,3.5
COc1ccc(NC(=O)CCCC(=O)OCC(F)(F)C(F)F)cc1,-15.6,-7.5,-5.5,-7.4,-14.5,12.4,-1.7,-2.5,-4.0,3.7,1.2
Cc1cc(C(=O)COC(=O)c2cc(O)c3ccccc3c2O)c(C)n1CC1CCCO1 (configuration not stated),-43.0,-5.5,.,8.4,8.3,-20.6,?,21.2,-3.9,-5.3,.
CN(C)CCNc1oc(/C=C/c2ccccc2)nc1C#N,-14.0,-113.5,-5.8,11.4,-12.1,-157.6,-15.8,-166.9,9.2,6.5,-2.2
O=C1N=C(N2CCOCC2)S/C1=C\c1ccncc1,-24.4,21.5,-1.9,4.7,4.5,16.9,7.5,16.7,-0.2,-8.1,-2.9
CC[C@]12c3[nH]c4cc(CCC(=O)N(C)C)ccc4c3CCN1C(=O)[C@@H](CC(=O)NCc1ccc(OC)c(OC)c1)C[C@@H]2C(=O)N1CCN(C(=O)C2CC2)CC1,-0.6,3.8,-5.9,-1.8,3.8,4.2,-2.4,-17.5,.,-3.9,.
Cc1cc(C)c(S(=O)(=O)c2ccc(Cl)cc2)c(=O)[nH]1,-0.1,12.4,-8.1,5.4,-4.2,0.9,6.1,-8.6,3.9,-1.6,-0.4

# Peg3 promoter: entries above that show a hit.
SMILES,Shn3 inh set2,HIF-2a block,CaV13 FRET inh,CF NFkB block,Peg3 promoter,TRPM1 prom inh,NR2E3 ag-1,Vif inh,PDI inh,NR2E3 ag-2
CCOc1cc(C(=O)CSc2nnc(CNc3ccc(Cl)cc3)o2)ccc1NC(=O)CC,84.4*,3.0,-7.0,4.9,66.4*,85.4*,-8.4,-5.4,3.5,3.0

# Further entries:
SMILES,Shn3 inh set2,HIF-2a block,CaV13 FRET inh,KKLEB tox,CF NFkB block,Peg3 promoter,TRPM1 prom inh,NR2E3 ag-1,Vif inh,PDI inh,NR2E3 ag-2
COC(=O)c1cccc(NC(=O)CCCOc2ccccc2)c1,0.0,-14.3,-4.2,-4.3,-21.2,-1.8,-9.7,9.8,-1.8,-0.3,1.3
CN(C(=O)CCCN1C(=O)c2ccccc2C1=O)C1CCCCC1,-5.8,-38.7,-6.4,12.8,-6.8,-9.9,-30.2,-13.9,2.3,-1.4,1.4
O=C(NNC(=S)NC(=O)c1cccnc1)c1ccc(F)cc1,15.7,9.3,-18.9,6.1,1.1,-6.0,-19.5,-6.9,12.9,15.2,0.7
Cc1cc(OC(C)C(=O)NCc2ccccn2)c2c(C)c(C)c(=O)oc2c1 (configuration not stated),0.1,5.4,-15.3,3.7,-24.8,7.1,8.3,-27.5,-4.2,-1.4,-2.6
COCCNC(=O)CS(=O)(=O)Cc1nc(-c2ccc(C)cc2)oc1C,8.4,7.4,-5.7,5.2,4.8,8.9,.,13.4,12.4,.,-1.7
CSC1=NCCN1C(=O)COc1ccc2ccccc2c1,5.7,-21.1,-1.8,-4.9,-12.5,-2.5,-7.0,-1.3,-34.1,.,-3.2
FC(F)(F)c1cccc(Cn2cnc(NC(=S)NCCc3ccccc3)n2)c1,6.9,13.8,-6.7,4.3,-10.2,15.9,0.2,-18.7,-2.8,-10.4,3.5
CCOC(=O)C1CCCN(C(=O)c2ccc(Cl)c(S(=O)(=O)N3CCCCCC3)c2)C1 (configuration not stated),27.9,16.2,-4.6,1.9,-15.4,12.9,16.4,-17.4,-8.4,-1.9,1.2
O=C(/C=C\c1ccccc1OC(=O)c1ccccc1F)c1cc2ccccc2o1,14.0,-224.2,-4.7,9.9,-21.0,-39.7,-21.8,-64.5,-17.8,-0.2,-3.1
O=C1Nc2ccc(S(=O)(=O)N3CCCC3)c3ccc(S(=O)(=O)N4CCCC4)c1c23,-20.8,18.3,-5.2,-12.6,35.4,11.3,-4.4,-2.1,11.2,3.2,1.0
COc1ccccc1C/C(N)=N/OC(=O)COc1ccc2ccccc2c1,-0.4,-146.2,-6.1,-1.6,-16.8,-19.0,6.2,-10.2,-5.2,-2.3,3.3
O=C(N/C(=C/c1cccc([N+](=O)[O-])c1)C(=O)N1CCCCC1)c1ccco1,0.4,14.2,-3.7,-15.0,9.1,17.7,6.0,-10.6,12.3,-3.7,3.0
O=C1CN(C(=O)CNCc2ccc(Cl)cc2)c2ccccc2N1,-4.3,12.9,-4.9,13.6,-10.1,-1.1,1.6,-24.6,-2.1,4.1,1.4
Cc1nnn(C23C[C@@H]4C[C@@H](CC(C(=O)N5CCN(c6ccccc6)CC5)(C4)C2)C3)n1,-1.4,22.7,-12.7,6.7,1.4,15.1,9.5,7.2,3.6,6.7,1.4
O=C(NCCc1ccccc1Cl)C1CCC(=O)N(CC2CCCCC2)C1 (configuration not stated),9.7,2.5,-5.5,-5.1,3.0,13.4,8.2,-9.2,0.4,2.9,5.0
COc1ccc(-c2ccc(OC)c(OC)c2OC)c(OC)c1OC,24.4,9.2,-6.3,-6.7,-8.1,11.7,-6.2,3.9,-2.8,1.3,.
Cc1cccc(OCCCn2c(=O)oc3ccccc32)c1,-12.0,-201.7,5.6,-0.4,4.5,-121.1,-63.8,-78.7,-5.4,-3.2,0.0
COc1ccc(NC(=O)/C(N=Nc2cc(S(=O)(=O)Nc3ccc(OC)cc3)ccc2OC)=C(\C)O)cc1,3.9,11.2,-8.8,-0.5,0.3,11.7,-3.6,-0.5,2.8,-1.1,1.2
COc1cc(NC(=O)C2=CC(c3ccco3)=NS(=O)(=O)N2C)cc(OC)c1OC,-1.9,14.7,-17.0,-1.8,3.9,4.2,8.1,25.6,-9.5,-0.6,1.2
Cc1ccc2cc(C)c3nnc(SCC(=O)NCc4ccco4)n3c2c1,3.2,-10.7,-8.0,21.2,-8.0,12.9,0.6,-12.6,-4.9,-3.2,1.2
COc1cc(OC)c2c(-c3ccccc3)cc(=O)oc2c1C(CCN1CCCCC1)c1ccc(N(C)C)cc1 (configuration not stated),-11.4,11.8,.,-5.6,36.8,64.6*,33.3,7.3,-1.6,3.0,2.7
CCCc1ccc(-c2csc(NC(=O)Cc3cccs3)n2)cc1,15.1,-72.0,.,-2.5,-0.7,11.4,6.5,-32.7,-16.2,-3.6,2.0
Cc1ccc(-n2c3c(c(=O)[nH]c2=O)C(NS(=O)(=O)c2ccc(Cl)cc2)(C(F)(F)F)C(=O)N3)cc1 (configuration not stated),-22.6,4.8,-16.4,-7.4,12.8,-7.6,3.0,-1.3,-13.0,-8.5,-1.5

# Compound activity from PubChem.
